SR-BI HDL uptake: inhibitors of SR-BI mediated HDL lipid uptake, primary screen, ldlA[mSR-BI] cells, fluorescence, single point. Scavenger receptor class B member 1 (Mus musculus), Q61009. ldlA[mSR-BI] CHO cells, DiI-HDL uptake fluorescence, 3 h. inhibition, % at 12.5 µM. 320,000 compounds, 0.96% hits. AID 488896, 2010;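 active = mean replicate inhibition of at least 70% and a set share of replicates each scoring 70 or more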;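 note: 0% = median of neutral control wells and 100% = median of positive control wells; values of inactives mirror those of a sister screen read the other way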
dFosB act: activators of delta FosB homodimer, primary screen, biochemical, fluorescence polarization, TAMRA-CDK5 oligo, single point; Protein FosB (Mus musculus), P13346; purified delta FosB; percent of positive-control signal above neutral wells; activation, % at 25 µM; 340,000 compounds, 0.99% hits;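 active = mean activation above about 17%, with every replicate also reaching it, limit read from the data, passing the limit was not always enough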;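 note: fluorescence polarization rise as delta FosB binds a TAMRA Cdk5 AP-1 oligo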
Target sequence (P13346 whole entry, looked up): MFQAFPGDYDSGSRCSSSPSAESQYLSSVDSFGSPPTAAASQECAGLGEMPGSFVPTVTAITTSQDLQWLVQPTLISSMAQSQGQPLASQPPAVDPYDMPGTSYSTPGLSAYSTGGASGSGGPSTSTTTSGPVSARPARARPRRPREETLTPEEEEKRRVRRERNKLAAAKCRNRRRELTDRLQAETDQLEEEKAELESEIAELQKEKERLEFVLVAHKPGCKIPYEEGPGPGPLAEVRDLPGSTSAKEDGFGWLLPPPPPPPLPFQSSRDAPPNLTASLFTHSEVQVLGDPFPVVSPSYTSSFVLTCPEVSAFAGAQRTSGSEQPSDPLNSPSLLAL
MITF TRPM1 HTS: activators of MITF-driven TRPM1 promoter reporter, primary screen, cell-based, SK-MEL-5, luciferase, single point. SK-MEL-5 TRPM1-promoter luciferase, 24 h; % of positive control, neutral wells = 0. activation, % at 12.5 µM. AID 588334, 2011. 300,000 compounds, 0.75% hits;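 active = mean activation of at least 80% with every replicate also reaching 80%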;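 note: 0% = neutral control wells and 100% = parthenolide positive control wells; values of inactives mirror those of a sister screen read the other way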
PvdQ acylase: P. aeruginosa PvdQ acylase inhibitors, primary screen, biochemical, fluorescence, plate reader and imaging, single point; 340,000 compounds, 0.063% hits; PvdQ acylase [Pseudomonas aeruginosa LESB58]; inhibition, % at 10 µM; purified PvdQ acylase; in the data active = inhibition above about 30%, passing the limit was not always enough;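 note: 0% = vehicle neutral wells and 100% = reference inhibitor wells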
Rtt109 Vps75: inhibitors of C. albicans Rtt109/Vps75 HAT, primary screen, biochemical, ThioGlo CoA-SH fluorescence, plate reader; purified Rtt109/Vps75, 4 h; inhibition, % at 34.9 µM; 330,000 compounds, 0.16% hits; AID 540336, 2011; Histone acetyltransferase RTT109 (Candida albicans (strain SC5314 / ATCC MYA-2876)), …;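 active = inhibition of at least 50% in every replicate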
cardiac RTF act: cardiac RTF calcium sensitivity activators, primary screen, biochemical, IANBD-TnC fluorescence, EC20 calcium; 340,000 compounds, 0.24% hits; Troponin I, cardiac muscle (Homo sapiens) + Troponin T, cardiac muscle (Homo sapiens) + …; activation, % at 7.2 µM; IANBD-labeled TnC RTF fluorescence at EC20 calcium; 0% EC20 calcium, 100% full calcium;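 active = activation above the mean over all tested compounds plus 3 SD, cut at about 30% in these data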;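 note: rise in fluorescence read as greater calcium sensitivity of cardiac thin filaments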
CDK5 inh: inhibitors of human CDK5/p35 kinase, primary screen, biochemical, single concentration | Recombinant CDK5/p35, ADP-Glo luminescence, 60 min | inhibition, % at 10 µM | 330,000 compounds, 0.01% hits | AID 488839, 2010;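 active = highest replicate inhibition of at least 50% and at least 75% of replicates reaching 50%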;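 note: plate controls were DMSO neutral control for no effect and GW8510 at 10 µM for full effect; many of its hits are not listed in these tables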
Target sequence (Q00535 whole entry, looked up): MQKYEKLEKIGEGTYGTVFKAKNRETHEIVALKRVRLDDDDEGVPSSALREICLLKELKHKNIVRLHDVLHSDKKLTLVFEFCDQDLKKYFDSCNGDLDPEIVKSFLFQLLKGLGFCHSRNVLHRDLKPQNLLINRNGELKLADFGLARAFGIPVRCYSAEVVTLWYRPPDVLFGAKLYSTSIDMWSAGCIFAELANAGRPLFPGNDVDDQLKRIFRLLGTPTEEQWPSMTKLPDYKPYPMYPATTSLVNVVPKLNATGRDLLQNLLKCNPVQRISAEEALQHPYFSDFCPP
Target sequence (Q15078 whole entry, looked up): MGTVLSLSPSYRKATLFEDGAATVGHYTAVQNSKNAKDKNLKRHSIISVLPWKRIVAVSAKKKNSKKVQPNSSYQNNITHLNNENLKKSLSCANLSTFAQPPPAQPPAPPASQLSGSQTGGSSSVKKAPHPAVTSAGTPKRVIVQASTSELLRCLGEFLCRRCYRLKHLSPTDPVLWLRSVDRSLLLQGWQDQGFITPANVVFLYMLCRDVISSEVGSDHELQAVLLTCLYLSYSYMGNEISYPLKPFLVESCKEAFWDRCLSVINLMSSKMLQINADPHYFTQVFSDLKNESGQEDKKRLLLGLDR
SR-BI DiI-HDL act: activators of SR-BI mediated DiI-HDL uptake, primary screen, ldlA[mSR-BI] CHO cells, DiI fluorescence; 3 h; 100 = double the neutral-control signal; activation, % at 12.5 µM; 320,000 compounds, 0.096% hits; AID 504775, 2011;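 active = mean replicate activation of at least 60% and every replicate at or above 60%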;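 note: 0% = median plate neutral-control signal and 100% = twice that signal; values of inactives mirror those of a sister screen read the other way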
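Test system: SR-BI-overexpressing, LDLR-lacking CHO cells; Also added: labelled HDL, 10 µg/mL; Measured by: bottom-read cell fluorescence after medium removal, ex 550/em 595 nm; Timing: 3 h uptake period with compound, 37 °C; Buffer or medium: F12, 0.5% BSA, 25 mM HEPES; Doses: single compound concentration, delivered by pin transfer.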
HTR5A ag ctr: HTR5A agonists in luminescence cell assay, primary screen, counter-screen for OPRM1-OPRD1 heterodimer agonist project, full-deck HTS | AID 504692, 2011 | activation, % at 9.3 µM | 340,000 compounds, 0.61% hits | cell-based; in the data active = activation mostly above about 9.5%, no sharp cut-off; inactive = mostly below about 7.6%;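 note: 0% = cells with vehicle only and 100% = reference agonist; strong numbers were not always called active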
Wnt bcat act: Wnt/beta-catenin pathway activators, primary screen, cell-based, plate reader, single point; Wnt/beta-catenin reporter cell assay, activator; activation, % at 9.35 µM; 300,000 compounds, 1.2% hits; AID 743398, 2014; in the data active = activation above about 30%, passing the limit was not always enough;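 note: 0% = neutral control wells and 100% = positive control wells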
The depositor's hits bear a star; . = not tested or not shown.

SMILES	SR-BI HDL uptake	dFosB act	MITF TRPM1 HTS	PvdQ acylase	Rtt109 Vps75	cardiac RTF act	CDK5 inh	SR-BI DiI-HDL act	HTR5A ag ctr	Wnt bcat act
O=C(Nc1cccc(C(F)(F)F)c1)c1cc[n+]([O-])cc1	.	3	-7	4	-11	-2	1.1	.	1	-1
O=C1COc2ccc(C(=O)COC(=O)CCOc3ccccc3)cc2N1	-16	-3	6	-3	1	-2	-0.5	16	6	-7
Cc1ccc(C)c(NC(=S)NCC(c2ccccc2)N(C)C)c1 (stereo not drawn)	7	-5	3	-12	-1	4	0.5	-7	2	-2
CCc1cccc(N(C(=O)c2csnn2)C(C(=O)NC2CCCCC2)c2cccnc2)c1 (stereo not drawn)	-20	-3	-6	-4	5	-6	1.4	20	-2	0
O=C(CSc1nncs1)Nc1cc(-c2ccccc2)nn1-c1ccccc1	24	-10	-4	-2	8	5	0.3	-24	5	4
C/C(=N\NC(=O)c1nn(C)c(C)c1Br)c1cccc(NC(=O)c2ccoc2C)c1	33	-2	57	-18	-4	-6	-2.4	-33	-6	4
COc1cc2cncc(Cc3ccc(Cl)cc3)c2cc1OC	33	-9	24	-12	11	-4	-0.8	-33	0	.
O=C(OCc1ccccc1)c1ccccc1	-16	-1	.	-11	-12	1	0.0	16	-5	0
C/C(=N\NC(=S)NC1CCCCC1)c1cccc(C(F)(F)F)c1	-6	-2	-17	5	-2	0	-1.8	6	5	-5
CCOC(=O)c1[nH]cnc1C(=O)Nc1ccncc1	-11	-14	-16	-8	-4	-4	0.3	11	0	-2
Cc1nc(-c2cccc(NC(=O)c3cccc(S(=O)(=O)N4CCCC4)c3)c2)cs1	56	-12	5	19	6	0	-2.4	-56	3	-1
O=C(COc1cccc2ccccc12)N/N=C/c1ccco1	17	-11	0	0	-11	-2	0.5	-17	-7	-3
Cc1c(NC(=O)Nc2cccc(C(F)(F)F)c2)c(=O)n(-c2ccccc2)n1C	0	-2	-1	-2	-7	-1	0.8	0	4	-1
COC(=O)Cc1ccc(NC(=S)N2CCN(C(=O)C3CCCO3)CC2)cc1 (stereo not drawn)	-4	5	-4	-4	-1	1	1.0	4	9	-2
Cc1ccc(S(=O)(=O)N2CCN(c3cnn(-c4ccccc4)c(=O)c3Cl)CC2)cc1	30	-3	19	-8	-2	5	0.8	-30	1	-15
CCCN1CN(Cc2ccccc2)CC2=C1CC(C)(C)CC2=O	-12	-4	.	1	1	2	-2.0	12	6	0
CCOC(=O)C(NC(=O)N(C)C)(Nc1sc(C)c(CC)c1C#N)C(F)(F)F (stereo not drawn)	-5	5	15	-2	-3	-4	-1.3	5	-6	-3
O=C(N/N=C/c1cn(-c2cccs2)nc1-c1ccccc1)c1ccccc1Cl	25	-6	10	-2	-12	-5	0.7	-25	2	6
Cc1ccc(NC(=O)COC(=O)CN2C(=O)C3CCCCC3C2=O)cc1C (stereo not drawn)	-20	-9	4	-6	-6	1	0.9	20	0	0
COC(=O)CNC(=O)CNC(=O)Nc1ccccc1Cl	-21	1	-8	-16	-7	3	0.6	21	1	.
Cc1ccc(S(=O)(=O)N2CCCCC2)cc1C(=O)NCc1ccncc1	1	-6	5	9	-6	2	-0.3	-1	-4	-1
Cc1cc(C)c(C(=O)CSc2n[nH]c(-c3ccncc3)n2)c(C)c1	-7	-10	-3	-13	-17	3	-1.1	7	0	0
CC1=CC(C)(C)n2c(O)c(N=NC(N)=S)c3cc(C)cc1c32	45	-6	-7	-7	-13	0	0.3	-45	-3	0
COc1cc(CNCCCN2CCOCC2)ccc1OCC(=O)Nc1cccc(C(F)(F)F)c1	-38	-5	-41	-6	-12	-5	0.3	38	5	.
COc1ccccc1CCC(=O)NNC(=O)c1ccc(Br)cc1	.	0	2	-10	-17	3	-0.2	.	6	1

Full records as entered above. Screens in order: SR-BI HDL uptake	dFosB act	MITF TRPM1 HTS	PvdQ acylase	Rtt109 Vps75	cardiac RTF act	CDK5 inh	SR-BI DiI-HDL act	HTR5A ag ctr	Wnt bcat act
Shown for `COc1cc(CNCCCN2CCOCC2)ccc1OCC(=O)Nc1cccc(C(F)(F)F)c1` = -38	-5	-41	-6	-12	-5	0.3	38	5	.
Shown for `COC(=O)Cc1ccc(NC(=S)N2CCN(C(=O)C3CCCO3)CC2)cc1` (stereo not drawn) = -4	5	-4	-4	-1	1	1.0	4	9	-2

Back to the main list, repeating the two entries before the break.
SMILES	SR-BI HDL uptake	dFosB act	MITF TRPM1 HTS	PvdQ acylase	Rtt109 Vps75	cardiac RTF act	CDK5 inh	SR-BI DiI-HDL act	HTR5A ag ctr	Wnt bcat act
COc1cc(CNCCCN2CCOCC2)ccc1OCC(=O)Nc1cccc(C(F)(F)F)c1	-38	-5	-41	-6	-12	-5	0.3	38	5	.
COc1ccccc1CCC(=O)NNC(=O)c1ccc(Br)cc1	.	0	2	-10	-17	3	-0.2	.	6	1
C=CCOc1ccc(C(=O)N(Cc2ccc(N(C)C)cc2)C2CCS(=O)(=O)C2)cc1 (stereo not drawn)	25	-9	2	-4	-1	9	-1.0	-25	-1	.
COc1ccc(C)cc1S(=O)(=O)N(CC(=O)Nc1cccc([N+](=O)[O-])c1)c1ccc(C)cc1	46	-3	-4	-12	-2	0	-0.5	-46	1	-4
O=NN(CCc1ccncc1)c1ccc(OCc2ccccc2)cc1	15	1	-13	-20	3	-2	0.6	-15	2	-2
O=C(O)c1ccc(N/N=C/c2ccc(-c3ccccc3Cl)o2)cc1	-5	2	29	4	7	-8	-0.5	5	1	15
CC(C)S(=O)(=O)c1csc(NC(=O)Nc2cccc([N+](=O)[O-])c2)c1Cl	42	2	.	9	5	-1	0.3	-42	8	17
COc1ccc(NC(=S)N2CCCC2)c(OC)c1	-19	-11	-11	0	5	3	0.4	19	3	-3
Cc1ccc(-c2nc(CC(=O)Nc3cccc(S(=O)(=O)NC4=NCCC4)c3)cs2)cc1	10	-14	17	-15	-5	3	1.2	-10	-1	18
O=C(COC(=O)c1ccc([N+](=O)[O-])o1)Nc1ncc(Cl)cc1Cl	-5	-8	-1	-14	8	-5	-0.1	5	-2	-5
COC(=O)c1ccc(-c2nc(-c3ccc(Br)o3)no2)cc1	-26	0	.	-9	-15	-3	-0.5	26	1	11
CC(Cc1cccs1)NC(=O)Nc1ccc([N+](=O)[O-])cc1 (stereo not drawn)	16	0	41	9	17	0	-2.8	-16	0	7
Cc1cc(NC(=O)C2CC=CCC2C(=O)O)no1 (stereo not drawn)	-18	4	-8	-9	-3	0	-0.3	18	2	0
COc1ccc(-c2c(C)oc3c(CN4CCOCC4)c(O)ccc3c2=O)cc1OC	-1	-6	-16	7	3	3	-0.7	1	-1	1
O=C(CSc1nc2ccccc2s1)Nc1ccc(Cl)c(S(=O)(=O)N2CCOCC2)c1	-3	-13	-27	13	-2	-1	-1.6	3	2	-7
Cc1ccc(S(=O)(=O)Nc2cc(C(=O)NCCN(C)C)ccc2N2CCCCC2)cc1	-7	7	14	-4	9	-4	0.2	.	-2	.
O=C(N/C(=C\c1ccco1)C(=O)N1CCOCC1)c1ccc([N+](=O)[O-])cc1	-10	-8	-5	1	4	-3	0.0	10	4	-5
CCCCCc1cc(OC)cc2c1C(=O)OC(C)(C)O2	.	2	-6	-8	0	0	-3.4	.	0	-2
O=C(O)CCC(=O)N1N=C(c2ccco2)CC1c1cccs1 (stereo not drawn)	.	2	-6	-2	-14	-12	0.7	.	6	11
O=c1cc(Cl)[nH]c(=O)n1CCNc1ncc(C(F)(F)F)cc1Cl	-8	0	23	-8	-2	7	-2.0	8	-1	.
O=C(NCc1ccco1)c1cccc(S(=O)(=O)N2CCc3ccccc32)c1	-26	-4	-4	6	3	6	0.1	26	0	-3
CCOc1ccc(CCNC(=O)COC(=O)Cn2cnc3ccccc3c2=O)cc1OCC	-28	-7	8	-11	-1	-1	-0.6	28	8	0
OC(c1ccc(Cl)cc1)c1nccc2ccccc12 (stereo not drawn)	-30	-1	.	16	4	0	0.6	30	5	2
Cn1cc(C(=O)N/N=C/C2=C(N3CCOCC3)C(=C\c3ccccc3)/CC2)ccc1=O	47	-1	7	5	11	-4	-0.1	-47	-2	19
COc1ccc(OCC(=O)NNC(=O)c2nn(C)c(=O)c3ccccc23)cc1	-3	-5	-4	-2	-4	3	0.5	3	4	-2
COc1ccc(C2CC(=O)c3c([nH]c(C(=O)OC(C)C)c3C)C2)cc1OC (stereo not drawn)	24	-7	5	-10	-5	-18	-0.6	-24	-1	0
O=C(CCc1ccc(S(=O)(=O)N2CCOCC2)cc1)OCC(=O)c1ccccc1F	-21	-13	3	-4	9	0	-0.3	21	-1	2

(further entries)
SMILES	SR-BI HDL uptake	dFosB act	MITF TRPM1 HTS	PvdQ acylase	Rtt109 Vps75	cardiac RTF act	CDK5 inh	SR-BI DiI-HDL act	HTR5A ag ctr	Wnt bcat act
Cc1ccc(Cn2ncc3c(N4CCN(c5ccc(C)cc5)CC4)ncnc32)cc1	32	-9	-28	-10	1	-5	-0.2	-32	1	.
COc1ccc(N2CCN(CCCn3c(=S)[nH]c4ncccc4c3=O)CC2)cc1	-2	2	.	-10	1	2	-2.0	2	-3	.
Cc1ccc(S(=O)(=O)N(Cc2ccc([N+](=O)[O-])cc2)C(=O)N2CCN(C)CC2)cc1	-7	5	5	7	24	-1	-0.2	7	0	1
CCN(C(=O)COC(=O)c1nc(Cl)ccc1Cl)C1CCS(=O)(=O)C1 (stereo not drawn)	-7	1	2	-12	15	1	1.9	7	-2	-4
C=CCNC(=O)COC(=O)c1ccccc1C(=O)N(C)C1CCCCC1	-1	0	-5	1	23	-3	-2.9	1	-4	-5
O=C(O)c1sc2ncccc2c1OCc1ccccc1	-22	-4	-8	2	-1	-3	0.4	22	1	8
COc1ccc(NC(=O)CCOc2ccccc2C)cc1S(=O)(=O)N1CCCCC1	41	-14	-15	-12	-6	-11	0.4	-41	-4	-20
C=CCn1c(O)c(N=O)c2ccccc21	-33	-4	-5	-42	5	5	0.8	33	1	0
O=C(CN1CCN(Cc2ccccc2Cl)C1=O)NC1CCCCCCC1	2	-6	-10	-8	-7	-4	1.0	-2	-2	.
CC(C(c1ccc2c(c1)OCO2)c1c(N)n(C)c(=O)n(C)c1=O)[N+](=O)[O-] (stereo not drawn)	1	-3	.	5	4	8	-6.8	-1	0	-1
COC(=O)CC1COc2ccccc2N1C(=O)c1ccc(Br)cc1 (stereo not drawn)	12	-6	-2	-6	1	-2	-1.3	-12	-4	-1

Assay outcomes: PubChem BioAssay, several laboratories
